Screens from PubChem.
HKDC1 inh: HKDC1 (human) hexokinase inhibition; recombinant HKDC1, G6PDH/diaphorase resazurin coupled fluorescence; Q2TB90; inhibition, % at 20 µM; hit rate 0.16% among 340,000;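 active = inhibition above about 35% when tested at 20 µM, limit read from the data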;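 note: plate controls were DMSO wells with enzyme for no effect and DMSO wells lacking enzyme for full effect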
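test system = in-house recombinant HK5 (HKDC1) enzyme | amount = HKDC1 at 5 µg/mL | control set = DMSO-enzyme wells negative, buffer-substituted wells positive | compound = one dose of 20 µM, 1% DMSO | schedule = reaction time 90 min, room temperature, protected from light | technique = resorufin fluorescence at 613 nm | reagent = glucose with 1 mM ATP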
hIAP act: human IAP activation. P09923. purified human IAP, CDP-Star luminescence, 30 min; stronger effect = higher value; 1 = vehicle-only enzyme, 0 = enzyme-free background. activation factor at 10 µM. hit rate 0.16% among 330,000. AID 2524;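 active = activation factor of the enzyme at least 2-fold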; note: the source names both 10 and 20 µM as test concentration; values of inactives mirror those of a sister screen read the other way
Target sequence (P09923 whole entry, looked up): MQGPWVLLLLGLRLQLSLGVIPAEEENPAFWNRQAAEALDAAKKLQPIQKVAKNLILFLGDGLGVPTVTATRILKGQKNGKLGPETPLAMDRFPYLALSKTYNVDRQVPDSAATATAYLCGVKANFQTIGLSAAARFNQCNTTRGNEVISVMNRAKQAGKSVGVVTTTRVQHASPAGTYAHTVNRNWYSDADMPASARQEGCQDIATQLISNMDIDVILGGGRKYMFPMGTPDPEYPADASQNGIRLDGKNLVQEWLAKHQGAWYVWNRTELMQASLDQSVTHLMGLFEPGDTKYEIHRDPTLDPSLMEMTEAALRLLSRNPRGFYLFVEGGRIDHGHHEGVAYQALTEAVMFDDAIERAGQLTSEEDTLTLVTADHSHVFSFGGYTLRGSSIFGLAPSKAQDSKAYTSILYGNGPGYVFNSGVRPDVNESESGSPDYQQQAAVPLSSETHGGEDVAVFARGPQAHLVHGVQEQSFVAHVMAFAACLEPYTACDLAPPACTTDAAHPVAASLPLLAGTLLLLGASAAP
ATG4B inhibitor: ATG4B (human) cysteine protease inhibition | hit rate 0.51% among 340,000 | ATG4B cleavage of LC3-PLA2, NBD-HPC fluorescence, 1 h | inhibition, % at 8.33 µM; in the data active = inhibition above about 40%
hIAP block: blocks human intestinal alkaline phosphatase. inhibition, % at 10 µM. purified IAP, CDP-Star luminescence, 30 min. hit rate 0.12% among 330,000. AID 2544;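 active = inhibition reaching a set limit with compound at 10 µM in the primary screen, cut at about 35% in these data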;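 note: plate controls were DMSO wells with enzyme for no effect and no-enzyme buffer wells for full effect; values of inactives mirror those of a sister screen read the other way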
A3A deaminase: inhibitors of human APOBEC3A DNA deaminase | P31941 | recombinant A3A, FAM/TAMRA ssDNA deamination fluorescence | inhibition, % at 20 µM | hit rate 0.41% among 330,000 | AID 493011;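 active = at least 40% inhibition at 20 µM here, with at most 30% in a related deaminase screen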;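 note: plate controls were A3A with DMSO for no effect and wells lacking A3A enzyme for full effect; some results filed as inactive read as strong as hits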
Target sequence (P31941 whole entry, looked up): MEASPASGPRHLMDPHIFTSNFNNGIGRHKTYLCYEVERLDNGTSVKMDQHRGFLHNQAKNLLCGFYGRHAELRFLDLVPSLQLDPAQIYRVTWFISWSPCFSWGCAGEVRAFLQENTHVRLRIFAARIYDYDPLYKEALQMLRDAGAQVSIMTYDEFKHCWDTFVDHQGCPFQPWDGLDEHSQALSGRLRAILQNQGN
mIAP inh: mouse IAP inhibition; purified mouse IAP, CDP-Star luminescence, 30 min; hit rate 0.2% among 330,000; AID 2806; inhibition, % at 10 µM;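 active = inhibition of at least 40% at 10 µM in the primary screen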;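 note: plate controls were DMSO with enzyme for no effect and no enzyme wells for full effect; values of inactives mirror those of a sister screen read the other way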
PfG6PD inh: PfG6PD (Plasmodium falciparum) enzyme inhibition. hit rate 0.78% among 350,000. AID 504690. inhibition, % at 20 µM. PfGluPho enzyme, NADPH resazurin-diaphorase fluorescence;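 active = inhibition reaching at least a set limit at 20 µM in the primary screen, cut at about 59% in these data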;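 note: 0% = DMSO wells with substrate and 100% = DMSO wells lacking glucose-6-phosphate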
mIAP act: mouse IAP activation. muIAP, CDP-Star luminescence, 30 min; stronger effect = higher value; 1 = vehicle-only enzyme signal, 0 = enzyme-free wells. activation factor at 10 µM. hit rate 0.24% among 330,000. AID 2805;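 active = activation factor of at least 2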; note: the source names both 10 and 20 µM as test concentration; values of inactives mirror those of a sister screen read the other way
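Assay system: mouse IAP enzyme; reagent: chemiluminescent substrate CDP-Star; dosing: test compounds delivered from DMSO solution; schedule: 30 min at room temperature; measured by: luminescence from enzymatic CDP-Star hydrolysis; controls: DMSO-only wells and no-enzyme negative control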
Numbers without * were called inactive.

SMILES	HKDC1 inh	hIAP act	ATG4B inhibitor	hIAP block	A3A deaminase	mIAP inh	PfG6PD inh	mIAP act
CCc1cc(-c2n[nH]c(C)c2-c2nc3ccccc3n2C)c(O)c(CN2CCN(C)CC2)c1O	-8	1.8	3	-80	-5	1	-13	0.99
Cc1nc(C)c(C(=O)O)c(-c2cccs2)c1C(=O)O	-7	1	-1	-2	-3	1	4	0.99
O=C(NCCN1CCN(c2ccccc2F)CC1)C1CC(=O)N(C2CCCC2)C1 (stereo not given)	12	0.77	-3	23	-4	0	-6	0.99
CCCCn1c(N)c(N(CC(C)C)C(=O)c2cc(C)nc3ccccc23)c(=O)[nH]c1=O	5	1.2	-5	-21	1	-9	2	1.1
C=CCn1c(SCc2cccc(OC)c2)nnc1-c1ccncc1	-6	1.3	2	-27	1	1	-1	0.99
COc1ccccc1NC(=O)COC(=O)CCc1ccc(S(=O)(=O)N2CCOCC2)cc1	-3	0.91	-6	9	-3	-5	1	1
Nc1cc(C(=O)OCC(=O)NCc2ccco2)ccc1Cl	-9	0.94	-17	6	0	4	-1	0.96
O=C(O)C1C2C=CC(C2)C1C(=O)NCc1ccc2c(c1)OCO2 (stereo not given)	-8	0.99	1	1	1	0	-12	1
Cc1ccccc1NC(=O)Cc1nc(COC(=O)c2cc(Cl)ccc2O)cs1	-5	0.96	-3	4	1	6	6	0.94
CCCn1c(=O)c2c(nc3n2CCN3Cc2ccco2)n(C)c1=O	-4	1	-10	-1	-1	8	-9	0.92
Cc1cccc(C(=O)NNC(=O)c2ccc(Br)cc2)c1	-2	1.2	1	-22	-4	-2	-36	1
Cc1cc(=O)oc2cc(OCC(=O)OCC(=O)Nc3ccccc3Br)ccc12	-3	1.1	1	-14	-1	-2	-8	1
COc1cc2c(cc1NC(=O)CCCCCN1C(=O)CCC1=O)oc1ccccc12	-2	0.81	-13	20	1	5	11	0.95
CCCC(NC(=O)c1ccc(Br)o1)c1nc2ccccc2[nH]1 (stereo not given)	-2	1.1	-6	-11	-2	-2	1	1
NS(=O)(=O)c1ccc(CCNc2cc(=O)n(Cc3ccc(F)cc3)c(=O)[nH]2)cc1	-7	0.99	-2	0	-3	7	12	0.93
O=C(O)CN1C(=O)/C(=C\c2cccc(OCc3ccc(Cl)cc3)c2)SC1=S	24	1.2	11	-18	0	11	-16	0.89
CCOC(=O)c1c(C)[nH]c(C(=O)NCC(c2ccco2)N2CCCCC2)c1C (stereo not given)	-4	1	0	0	1	-3	-9	1
COc1ccc(NCC(=O)N/N=C2\CCc3ccccc32)cc1	4	1.1	2	-5	-3	9	11	0.91
Cc1csc(=O)n1CCC(=O)NCc1ccc(F)cc1	1	1	1	-3	0	7	-25	0.93
CCN(CCNC(=O)C1CCCN(Cc2nc(-c3ccc(OC)cc3)oc2C)C1)c1ccccc1 (stereo not given)	-7	0.85	-4	15	-2	-8	19	1.1
CC(C)c1nnc(NC(=O)CCS(=O)(=O)Cc2ccccc2)s1	-7	1.1	-2	-5	-6	2	-13	0.97
CC1Oc2ccccc2N(CC(=O)Nc2ccc(F)cc2)C1=O (stereo not given)	-4	0.89	-3	11	-6	2	-7	0.98
CCOC(CCn1c(SCC(=O)NC2CCCC2)nc2ccccc2c1=O)OCC	0	1.2	3	-23	1	1	3	0.99
CCCCn1c(C(C)NC(=O)CC)nc2ccccc21 (stereo not given)	-6	1.1	-2	-10	-2	3	3	0.97
CCc1nc(SCC(=O)Nc2cc(OC)ccc2OC)c2c(C)c(C)sc2n1	-2	0.99	37	1	-1	9	14	0.91

Entries of single compounds, looked up by structure. Screens in order: HKDC1 inh	hIAP act	ATG4B inhibitor	hIAP block	A3A deaminase	mIAP inh	PfG6PD inh	mIAP act
CCc1cc(-c2n[nH]c(C)c2-c2nc3ccccc3n2C)c(O)c(CN2CCN(C)CC2)c1O across the screens: -8	1.8	3	-80	-5	1	-13	0.99
CCCC(NC(=O)c1ccc(Br)o1)c1nc2ccccc2[nH]1 (stereo not given) across the screens: -2	1.1	-6	-11	-2	-2	1	1

New compounds follow
SMILES	HKDC1 inh	hIAP act	ATG4B inhibitor	hIAP block	A3A deaminase	mIAP inh	PfG6PD inh	mIAP act
Cc1cccc(N2CCN(C(=O)c3ccc(CS(=O)(=O)c4ccccc4C)o3)CC2C)c1 (stereo not given)	3	1	18	0	-2	8	1	0.92
CCOC(=O)c1cnc2cc(C)nn2c1-c1ccccc1	-5	0.91	-6	9	-4	8	-15	0.92
O=C(O)/C=C/C(=O)NCCc1ccc(Cl)cc1	0	1	-1	-4	0	-10	-5	1.1
Cc1ccc(NC(=O)CCNS(=O)(=O)c2cccc3nonc23)cc1	-4	1.1	-5	-13	0	-14	-5	1.1
Cc1ccccc1N=Nc1c(O)n(C)c2ccccc12	3	0.94	4	6	-8	7	5	0.93
Cn1c(Sc2ccc([N+](=O)[O-])cc2C(F)(F)F)nnc1-c1ccccc1	-4	1	3	-4	2	-1	-7	1
Cc1ccc(NC(=O)c2cc(C(=O)Nc3ccc(C)cc3)n(C)n2)cc1	5	1.1	-9	-8	-3	0	1	1
CC1CCCCC12NC(=O)N(CC(=O)Nc1ccc(OC(F)F)cc1)C2=O (stereo not given)	-4	0.97	4	3	-7	8	-10	0.92
O=C(CCN1C(=O)c2ccccc2S1(=O)=O)Nc1cccc(F)c1	-15	0.89	2	11	-1	1	-12	0.99
CC(C)c1nc(-c2c(N)n(C)c(=O)n(C)c2=O)sc1C(=O)C(C)(C)C	0	1	-7	0	0	0	16	1
CCOC(=O)C1=NN(c2ccccc2)C(=O)C1	-8	0.98	4	2	1	-6	-7	1.1
O=C(O)C1CC=CCC1C(=O)Nc1ccccc1 (stereo not given)	-2	0.83	-7	17	7	4	-9	0.96
O=C(NNc1nc2c(F)cc(F)cc2s1)C1COc2ccccc2O1 (stereo not given)	-10	1.6	-6	-63	-8	0	16	1
CCN(CC)S(=O)(=O)c1ccc(OCC(=O)NC(=O)Cc2ccccc2)c([N+](=O)[O-])c1	-1	0.89	0	11	2	0	40	1
O=C(CSc1nccc(=O)[nH]1)N1CCc2ccccc2C1	11	0.94	5	6	3	5	-15	0.95
O=[N+]([O-])c1cccc(/C([O-])=C(/C(=S)Nc2ccccc2)[n+]2ccccc2)c1	-3	0.73	-2	27	1	34	29	0.66
Cc1noc(C)c1CSc1nnc2cc(C)c3ccccc3n12	0	0.92	-3	8	0	-1	-6	1
CC(C)(C)c1ccc(C(=O)NCc2nnc(SCC(=O)NC3CCCC3)o2)cc1	-4	0.96	0	4	5	-10	1	1.1
COc1ccc(CC(=O)OCC(=O)NC2CC2)cc1	-3	1	2	-1	-2	-7	-1	1.1
CC(C)(C)NC(=O)C1CCN(S(=O)(=O)c2cccc(C(F)(F)F)c2)CC1	-5	1	-6	0	3	-1	10	1
Cc1cc(C)nc(N2CCC(C(=O)NCc3ccccc3)CC2)n1	-2	0.94	-10	6	-2	-1	3	1
CCN(CC)c1ccc(C=N/C(C#N)=C(\N)C#N)cc1	7	1	-5	-2	4	18	17	0.82
CC(=O)c1cccc(NC(=O)c2ccc(-c3ccccc3[N+](=O)[O-])o2)c1	7	0.98	-25	2	-2	11	61*	0.89
O=C(Nc1ccc([N+](=O)[O-])cn1)C1CC1	1	0.94	11	6	-2	-6	0	1.1
Cn1c(SCC(=O)c2ccc3c(c2)NC(=O)CO3)nc2ccccc21	0	0.96	-11	4	2	10	22	0.9

An excerpt from above in order of their number in hIAP block, falling:
SMILES	hIAP block
Cc1cc(C)nc(N2CCC(C(=O)NCc3ccccc3)CC2)n1	6
Cc1csc(=O)n1CCC(=O)NCc1ccc(F)cc1	-3
COc1ccc(NCC(=O)N/N=C2\CCc3ccccc32)cc1	-5

Later entries:
SMILES	HKDC1 inh	hIAP act	ATG4B inhibitor	hIAP block	A3A deaminase	mIAP inh	PfG6PD inh	mIAP act
Cc1nc2ccccc2c(=O)n1NC(=O)Cc1ccc(Br)cc1	10	0.92	4	8	-4	8	-22	0.92
COc1ccccc1NC(=O)c1ccc(NC(=O)CSc2nncn2C)cc1	-3	1	-17	-2	-2	-2	-4	1
COc1ccc(C(=O)NCC2CCCO2)cc1 (stereo not given)	-8	1.1	-6	-13	4	12	-12	0.88
CC1(C)CC(=O)c2c(O)cc(OCc3ccc(Br)cc3)cc2O1	5	0.91	-5	9	10	-4	-2	1
Cc1ccc(NS(=O)(=O)c2coc(C(N)=O)c2)cc1F	-3	1	2	0	-3	6	-18	0.94
O=C(NNC(=O)c1cnccn1)c1ccc(Cl)cc1	-2	1.6	-7	-64	-4	11	9	0.89
Cc1cc(C)n(CC(C)O)c(=O)c1C#N (stereo not given)	-5	0.89	-7	11	0	13	5	0.87
Cc1ccccc1C(=O)/C=C1/c2ccccc2CC(C)(C)N1C	-4	0.98	6	2	1	3	1	0.97
CS(=O)(=O)N(CC(=O)N/N=C/c1ccccn1)c1ccc(Oc2ccccc2)cc1	-7	0.94	-5	6	0	4	-14	0.96
CCSc1nsc(NC(=O)Nc2ccccc2OC)n1	1	1.1	5	-11	-3	1	-6	0.99
CCCCNC(=O)CCCCn1c(=S)[nH]c2c([nH]c3ccc(OC)cc32)c1=O	-7	1.1	-2	-7	2	16	17	0.84
O=C(CCS(=O)(=O)c1ccccc1)Nc1nncs1	-5	1.1	13	-7	10	-10	-14	1.1
O=C1CCc2cc(NS(=O)(=O)c3cc(F)ccc3F)cc3c2N1CC3	-1	0.94	0	6	0	8	-13	0.92
O=C(c1ccccc1-c1nc(-c2ccccc2)no1)N1CCOCC1	-14	1	-6	-1	-1	7	-1	0.93
COc1ccc(OC)c(CN2CCN(C(=O)[C@@H](NC(=O)c3cccc(C)c3)C(C)C)CC2)c1	-7	0.86	-9	14	-1	11	0	0.89
Cc1ccc(C)c(S(=O)(=O)N2CCCOC2CNC(=O)C(=O)NCCCN2CCOCC2)c1 (stereo not given)	-10	1.4	5	-45	-1	0	-6	1

In a second layout: results already given.
Value order – HKDC1 inh, hIAP act, ATG4B inhibitor, hIAP block, A3A deaminase, mIAP inh, PfG6PD inh, mIAP act
- Cc1ccc(NS(=O)(=O)c2coc(C(N)=O)c2)cc1F
→ -3, 1, 2, 0, -3, 6, -18, 0.94
- O=C(NNC(=O)c1cnccn1)c1ccc(Cl)cc1
→ -2, 1.6, -7, -64, -4, 11, 9, 0.89
- Cc1cc(C)n(CC(C)O)c(=O)c1C#N (stereo not given)
→ -5, 0.89, -7, 11, 0, 13, 5, 0.87
- Cc1ccccc1C(=O)/C=C1/c2ccccc2CC(C)(C)N1C
→ -4, 0.98, 6, 2, 1, 3, 1, 0.97
- CS(=O)(=O)N(CC(=O)N/N=C/c1ccccn1)c1ccc(Oc2ccccc2)cc1
→ -7, 0.94, -5, 6, 0, 4, -14, 0.96
- CCSc1nsc(NC(=O)Nc2ccccc2OC)n1
→ 1, 1.1, 5, -11, -3, 1, -6, 0.99
